Bioassay records deposited in PubChem by several laboratories.
CSN deneddyl inh – inhibitors of human CSN-mediated cullin deneddylation. Purified CSN, SCF-Nedd8-OG deneddylation, fluorescence polarization. inhibition, % at 12.5 µM. 360,000 compounds, 0.38% hits;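 active = pattern-corrected inhibition above about 35%, with an unprinted fluorescence ratio check between 0.5 and 1.5, limit read from the data, passing the limit was not always enough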;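 also: 0% = enzyme with substrate and 100% = substrate without enzyme; some results filed as inactive read as strong as hits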
Target sequence (Q92905 whole entry, looked up, one chain of several): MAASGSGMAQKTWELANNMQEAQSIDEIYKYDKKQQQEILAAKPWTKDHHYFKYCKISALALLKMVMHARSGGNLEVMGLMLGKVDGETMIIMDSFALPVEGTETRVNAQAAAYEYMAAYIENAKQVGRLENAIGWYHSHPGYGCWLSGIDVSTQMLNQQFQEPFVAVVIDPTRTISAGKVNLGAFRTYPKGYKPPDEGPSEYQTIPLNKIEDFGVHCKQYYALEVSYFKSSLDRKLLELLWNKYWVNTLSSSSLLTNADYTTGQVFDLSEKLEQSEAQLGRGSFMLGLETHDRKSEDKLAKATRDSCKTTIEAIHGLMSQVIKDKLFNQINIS
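test system = HEK293T-derived human Csn5 enzyme | amount = 0.24 nM Csn5 enzyme, final concentration | medium = Tris/NaCl/DTT buffer, pH 7.5 | schedule = 90 min reaction at room temperature | signal = FP | evaluation = inhibition of Csn5 cleavage, % | compound dosing = single dose of 12.5 µM compound with 0.25% DMSO | probe or stimulus = 10 nM SCFSkp2-Nedd8OG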
FAS TE block – blocks the thioesterase domain of human fatty acid synthase; recombinant FAS-TE, OMFH fluorogenic substrate, fluorescence endpoint; inhibition, % at 15 µM; P49327; 360,000 compounds, 0.67% hits;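 active = compounds whose normalised, plate-corrected inhibition of enzyme fluorescence in the single-dose primary screen is 50% or more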;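 also: 0% = DMSO with enzyme and 100% = substrate without enzyme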
MsrA inhibitor – inhibitors of bovine MsrA; purified bovine MsrA, absorbance read-out; inhibition, % at 15.5 µM; 360,000 compounds, 0.75% hits; AID 651718; in the data active = inhibition above about 4.5%;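 also: 0% = vehicle wells with enzyme and 100% = reference inhibitor wells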
Neddylation inh – cullin neddylation inhibition. 360,000 compounds, 0.58% hits. calls only at 25 µM. P61081+Q13564. TR-FRET cullin neddylation, biochemical; in the data active = inhibition above about 36%
MLLE-PAM2 inh – blocks PAM2 peptide binding to the PABP1 MLLE domain | P11940 | GST-MLLE / FITC-PAM2 fluorescence polarization | inhibition, % at 20 µM | 360,000 compounds, 0.36% hits; in the data active = inhibition above about 35%, passing the limit was not always enough;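 also: plate controls were DMSO wells with GST-MLLE for no effect and wells lacking GST-MLLE protein for full effect; some results filed as inactive read as strong as hits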
Target sequence (P11940 whole entry, looked up, the tested form may be a part): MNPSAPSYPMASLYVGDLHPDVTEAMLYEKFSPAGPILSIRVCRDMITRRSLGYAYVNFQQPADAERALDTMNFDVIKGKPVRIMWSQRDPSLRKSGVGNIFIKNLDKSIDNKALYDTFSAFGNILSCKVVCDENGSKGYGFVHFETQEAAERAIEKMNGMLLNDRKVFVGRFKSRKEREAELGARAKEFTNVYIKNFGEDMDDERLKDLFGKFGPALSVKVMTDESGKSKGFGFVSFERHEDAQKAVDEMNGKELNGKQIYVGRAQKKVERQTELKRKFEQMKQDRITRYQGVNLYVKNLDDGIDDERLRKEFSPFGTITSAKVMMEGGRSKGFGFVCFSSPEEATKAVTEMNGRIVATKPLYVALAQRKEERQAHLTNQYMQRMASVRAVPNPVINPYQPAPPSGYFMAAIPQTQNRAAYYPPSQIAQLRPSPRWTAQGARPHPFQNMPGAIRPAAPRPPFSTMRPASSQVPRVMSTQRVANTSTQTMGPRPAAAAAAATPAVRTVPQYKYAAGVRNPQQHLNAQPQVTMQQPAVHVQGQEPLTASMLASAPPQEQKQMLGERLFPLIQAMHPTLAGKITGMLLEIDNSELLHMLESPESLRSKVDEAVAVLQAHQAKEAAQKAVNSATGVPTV
MsrA act – activates bovine MsrA enzyme. 360,000 compounds, 0.3% hits. activation, % at 10.6 µM. purified bovine MsrA, absorbance read-out; in the data active = activation above about 7.5%;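 also: 0% = vehicle and 100% = reference activator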
E coli Lon inh – inhibits E. coli Lon protease | P0A9M0 | purified E. coli Lon protease, fluorescence polarization | inhibition, % at 7.94 µM | 360,000 compounds, 0.42% hits | AID 602123; in the data active = inhibition above about 13%, passing the limit was not always enough;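 also: 0% = enzyme with probe and DMSO and 100% = no enzyme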
Rin1 Abl inh – human Rin1-Abl interaction inhibition; P00519+Q13671; inhibition, % at 7.35 µM; TR-FRET Rin1/Abl binding, biochemical; 360,000 compounds, 0.4% hits; in the data active = inhibition above about 5%, passing the limit was not always enough
TbMetRS inhib – Trypanosoma brucei MetRS inhibition; purified T. brucei MetRS, ATP depletion, Kinase-Glo luminescence; 360,000 compounds, 0.4% hits; inhibition, % at 11.9 µM;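 active = inhibition above a per-plate cutoff of the control wells' mean inhibition plus 3 SD, cut at about 5.5% in these data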;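 also: 0% = DMSO wells median and 100% = median of wells with control inhibitor compound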
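Material – parasite MetRS enzyme · Medium – HEPES-MgCl2-KCl buffer plus DTT, spermine, BSA, pyrophosphatase · Reagent – ATP, methionine and E. coli bulk tRNA substrates · Times – 15 min enzyme-compound preincubation, 2 h reaction, 10 min detection, 25 °C · Measured by – luminescence of leftover ATP · Evaluation – percent inhibition relative to median high and low control wells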
An asterisk follows results filed as active; i = inactive; . = not tested or not shown.

SMILES	CSN deneddyl inh	FAS TE block	MsrA inhibitor	Neddylation inh	MLLE-PAM2 inh	MsrA act	E coli Lon inh	Rin1 Abl inh	TbMetRS inhib
COc1cc(OC)c(OC)cc1/C=C/c1ccnc2ccccc12	0.6	0.5	1.1	i	-7.2	-0.2	1.2	4.6	-0.2
O=C(NCc1ccc(Cl)cc1)C1CCCN(C(=O)c2ccc(Cl)cc2)C1 (stereo not drawn)	-2.4	1.3	0.6	i	-0.1	-0.4	4.9	-0.2	-0.3
CC(C)(C)OC(=O)C[C@@H]1C/C=C\C[C@@H](CC(=O)N[C@H](CO)Cc2ccccc2)C(=O)NCCOC1=O	-2.9	-6.4	0.1	i	6.2	-2.0	4.3	-0.7	0.4
CCN(Cc1ccc(OC)c(F)c1)C(=O)/C=C/c1ccc(S(=O)(=O)N2CCOCC2)cc1	-2.8	13.0	0.8	i	3.4	-5.3	8.4	0.0	-0.6
O=S(=O)(c1cccc(-c2cn3ccccc3n2)c1)N1CCCCC1	1.7	4.3	0.5	i	-5.8	-5.0	4.4	-0.8	-0.2
Cn1ccc2c(N3CCOCC3)cc3c(c21)C1CCC3O1 (stereo not drawn)	1.8	-3.7	0.8	i	15.6	-6.8	-8.8	0.4	-0.8
O=C(CCN1CCCCC1)Nn1c(=S)[nH]c2ccccc2c1=O	-2.1	-5.2	0.9	i	26.5	-2.0	-0.7	-1.8	-0.6
O=C(NCc1cccnc1)C1CCN(S(=O)(=O)N2CCC3(CC2)OCCO3)CC1	3.4	-6.3	-0.1	i	6.0	-1.7	-2.2	-0.7	0.1
COc1cc(/C=N\NC(=O)c2ccc(C)nc2)ccc1OC(=O)c1cccc(F)c1	6.6	-2.2	0.6	i	5.9	-0.6	3.6	1.9	-0.1
Cc1ccc(NC(=O)c2ccc(Cl)c(S(=O)(=O)N3CCCC3)c2)nc1	-0.6	-1.1	-0.4	i	16.6	-2.3	-1.3	0.4	-0.1
COc1ccc(CCNC(=O)c2ccc(CS(=O)(=O)c3ccc(Cl)cc3)o2)cc1OC	-2.7	-4.9	-0.1	i	-8.2	-2.1	-4.2	-0.2	-0.3
O=C(Nc1nc2c(Br)cc(Br)cc2c(=O)s1)c1ccco1	7.7	0.0	0.3	i	4.2	-2.7	2.5	-4.9	-0.6
O=C(CSc1nnc(-c2ccc(F)cc2)o1)N1CCCC1	1.5	-4.1	-1.3	i	-11.5	1.0	0.8	1.0	0.1
Cc1ccc(C(=O)OCC(=O)Nc2cccc(S(=O)(=O)N3CCCCC3)c2)o1	-5.2	5.9	0.2	i	10.8	-1.2	-9.5	1.4	-0.3
COCCNC(=O)C1(C)CCCN(C(=O)c2cc(OC)c(OC)c(OC)c2)C1 (stereo not drawn)	5.7	-6.6	-0.3	i	5.0	-3.9	0.6	6.7	-0.3

Brought forward from above: two compounds; new compounds follow.
SMILES	CSN deneddyl inh	FAS TE block	MsrA inhibitor	Neddylation inh	MLLE-PAM2 inh	MsrA act	E coli Lon inh	Rin1 Abl inh	TbMetRS inhib
Cc1ccc(C(=O)OCC(=O)Nc2cccc(S(=O)(=O)N3CCCCC3)c2)o1	-5.2	5.9	0.2	i	10.8	-1.2	-9.5	1.4	-0.3
COCCNC(=O)C1(C)CCCN(C(=O)c2cc(OC)c(OC)c(OC)c2)C1 (stereo not drawn)	5.7	-6.6	-0.3	i	5.0	-3.9	0.6	6.7	-0.3
COc1cccc(NC(=O)COc2cc(O)c3c(c2)OC(C)(C)CC3=O)c1	-1.6	25.9	0.8	i	-11.5	-1.1	-10.1	-2.3	-0.7
CCn1nc(CC(=O)Nc2nnc(CC(=O)N3CCCC3)s2)c2ccccc2c1=O	-1.4	-9.5	2.2	i	10.9	-12.6	-1.0	-1.6	-1.0
CC1(C(=O)Nc2ccccc2F)CCN1C(=O)Cc1ccc(-c2ccccc2)cc1 (stereo not drawn)	0.9	32.0	1.2	i	-4.8	0.1	10.5	0.9	0.2
COc1ccc(N=C2SC(CC(=O)Nc3ccc(OC)cc3OC)C(=O)N2C)cc1 (stereo not drawn)	1.0	9.2	1.1	i	6.5	-0.5	-1.6	-7.0	-0.3
CCC/C(O)=C1\C(=O)CC(c2ccccc2)CC1=NC(C)C(=O)O (stereo not drawn)	-4.3	-11.3	0.9	i	12.1	-2.7	-0.4	-0.9	0.5
O=C(OCc1cncs1)c1ccccc1Cl	3.8	-3.7	0.6	i	14.5	-0.7	-5.0	0.4	-0.1
COc1ccc(-c2nc(CC(=O)O)cs2)cc1	5.8	-8.3	-0.3	i	-5.7	-3.3	-2.1	0.2	-0.7
O=C(/C=C/c1ccc(Cl)c([N+](=O)[O-])c1)Nc1cccnc1	4.5	19.3	0.2	i	5.5	-2.1	-4.9	-2.1	0.4
c1ccc2c(c1)oc1c(N3CCOCC3)ncnc12	-4.1	-4.8	0.7	i	1.3	-2.1	2.2	-0.4	0.4
C(=N\c1nc2ccccc2n1CCN1CCCCC1)/c1ccc2c(c1)OCO2	-0.1	-3.6	-0.3	i	-7.8	-11.7	-12.5	-1.3	-0.2
Cn1c(SCC(=O)c2ccc(O)c(O)c2)nnc1-c1cccs1	13.9	-4.3	1.1	i	6.9	-5.1	2.8	-2.3	-0.4
CCS(=O)(=O)N1CCC(C(=O)NCCc2ccc(OC)c(OC)c2)CC1	1.9	-7.4	-0.9	i	5.4	-0.1	-2.5	-0.7	-0.2
CCCCOc1ccc(Cc2c(O)nc(SC)[nH]c2=O)cc1	2.4	-6.9	0.1	i	-7.6	-2.8	-3.2	-2.7	-0.2
O=C(CCNC(=O)N1CCn2c1nc1ccccc12)NCc1ccccc1	3.2	-4.7	0.3	i	-7.8	-3.2	-4.3	-5.5	-0.5
CC(C)NC(=O)N1CC(c2ccccc2)C(c2ccc(Cl)cc2)=N1 (stereo not drawn)	2.7	11.8	0.9	i	-2.5	-10.5	1.6	3.9	-1.1

Single records (already shown). Values in the order: CSN deneddyl inh | FAS TE block | MsrA inhibitor | Neddylation inh | MLLE-PAM2 inh | MsrA act | E coli Lon inh | Rin1 Abl inh | TbMetRS inhib
COc1cccc(NC(=O)COc2cc(O)c3c(c2)OC(C)(C)CC3=O)c1 as listed: -1.6 | 25.9 | 0.8 | i | -11.5 | -1.1 | -10.1 | -2.3 | -0.7
COc1ccc(N=C2SC(CC(=O)Nc3ccc(OC)cc3OC)C(=O)N2C)cc1 (stereo not drawn) as listed: 1.0 | 9.2 | 1.1 | i | 6.5 | -0.5 | -1.6 | -7.0 | -0.3
O=C(Nc1nc2c(Br)cc(Br)cc2c(=O)s1)c1ccco1 as listed: 7.7 | 0.0 | 0.3 | i | 4.2 | -2.7 | 2.5 | -4.9 | -0.6

Following part.
SMILES	CSN deneddyl inh	FAS TE block	MsrA inhibitor	Neddylation inh	MLLE-PAM2 inh	MsrA act	E coli Lon inh	Rin1 Abl inh	TbMetRS inhib
O=C(Nc1cc(Cl)ccc1Oc1ccccc1)c1cnccn1	0.6	-4.0	0.3	i	-6.1	-1.1	9.3	-0.8	-0.4
CN(C)CCCn1cnc2c(c1=N)C(c1ccccc1)c1ccc3ccccc3c1O2 (stereo not drawn)	0.8	-2.5	-0.4	i	-6.6	0.5	0.1	-2.9	-0.3
O/N=C\c1cnc(N2CCN(c3ccccc3)CC2)s1	-6.7	-11.5	1.1	i	-4.5	-1.3	-2.6	-1.4	-0.6
COC(=O)c1cccc(C(=O)N2CCCC(C(=O)c3cc(F)ccc3F)C2)c1 (stereo not drawn)	-3.2	-2.4	-0.6	i	-0.5	-5.0	-2.6	-0.2	-0.3
CCOc1ccc(NC(=O)C2CCCN(c3c(CC)c(C)nc4ncnn34)C2)cc1 (stereo not drawn)	3.7	-1.9	0.8	i	12.6	-7.8	10.3	3.1	-0.2
Cc1ccc(NC(=O)c2c([N+](=O)[O-])c(C(C)(C)C)nn2C)c(C)c1	-1.2	-6.2	0.2	i	-1.4	-3.5	-0.6	-1.8	0.1
CC(=O)NS(=O)(=O)c1ccc(NC(=O)CCC(=O)Oc2ccc(C)cc2)cc1	-4.9	-1.8	-0.7	i	0.0	0.1	-30.9	-1.0	0.4
O=C(C[C@H]1C=C[C@@H](NC(=O)Cc2cccnc2)[C@@H](CO)O1)NCc1ccc2c(c1)OCO2	5.2	.	-0.6	i	.	.	.	.	-0.2
CCOC(=O)C1=C(C)NC(=O)NC1c1ccc(OC(=O)c2ccco2)c(OC)c1 (stereo not drawn)	4.0	-1.8	0.0	i	0.9	1.2	-0.2	1.8	-0.3
CC[C@@H]1Cc2[nH][nH]c(=O)c2[C@@H](c2ccc(Cl)cc2)O1	-2.9	-7.8	-1.5	i	.	0.6	-2.5	.	-0.6
CCC(CC)=C(C#N)C(=O)NC1CCCCC1	-10.9	-0.3	-0.2	i	12.7	-0.9	-1.7	0.4	0.1
CC1CCCCC12NC(=O)N(CC(=O)c1ccc[nH]1)C2=O (stereo not drawn)	9.3	-11.8	0.3	i	-27.3	-9.3	-26.4	-1.9	-0.5
CCc1cc(=O)oc2cc(C)cc(OC(C)C(=O)NC(Cc3c[nH]c4ccc(O)cc34)C(=O)O)c12 (stereo not drawn)	2.8	-4.0	0.8	i	7.2	-3.4	-2.1	-7.2	5.8*
Cc1ccc(S(=O)(=O)N2CCOCC2)cc1NC(=O)c1ccc(F)cc1F	-3.9	-4.7	1.1	i	13.5	-1.3	-1.9	1.6	0.5
CC(NC(=O)c1ccco1)C(=O)OCC(=O)N1CCCCCC1 (stereo not drawn)	4.9	-7.7	-0.6	i	4.0	-2.2	5.5	-3.4	-0.2
CCOC(=O)C1=C(C)Nc2ncnn2C1c1cc(OC)ccc1OC (stereo not drawn)	1.0	-9.3	-0.2	i	-1.5	-1.6	-0.4	-2.1	0.2
O=C(O)c1ccc(-n2nncc2-c2ccccc2)cc1	6.0	-6.1	0.5	i	-14.6	-2.9	-5.8	-2.4	0.2
Cc1ccc(S(=O)(=O)N/N=C\c2cc3c(cc2Br)OCO3)cc1	-6.3	5.4	-0.4	i	-26.4	1.6	5.6	-5.1	-0.2
COc1ccc(N=C2SCC(=O)N2c2ccc(OC)cc2)cc1	-2.5	-0.9	0.8	i	2.6	-6.9	-4.0	8.3	-1.2
CCOC(=O)C1CCCN(C(=O)c2cccc(S(=O)(=O)N(C)c3c(C)n(C)n(-c4ccccc4)c3=O)c2)C1 (stereo not drawn)	4.5	-3.7	0.4	i	10.8	-10.7	-16.7	-1.9	-0.6
COc1ccc(CNC(=O)COC(=O)CCc2c[nH]c3ccccc23)cc1	2.4	-9.9	1.1	i	2.1	-14.5	-1.7	2.3	-2.0
CCC1=Nc2cc(C(=O)NCC3CCCO3)ccc2Sc2ccc(Cl)cc21 (stereo not drawn)	0.9	9.6	0.1	i	-5.0	-1.4	11.3	-2.0	-0.4
CC(C)Oc1ccc(C(=O)NC(=S)Nc2ccc(CN3CCOCC3)cc2)cc1	0.9	16.3	0.9	i	26.8	-2.4	6.3	-1.0	-0.2
Cc1ccc(S(=O)(=O)N2CCN(Cc3cc(C(C)C)ccc3O)CC2)cc1	-0.9	18.5	1.1	i	-4.1	-3.3	1.8	-1.5	0.1
COc1ccc(CNC(=O)Cn2cc3c(n2)CCCCC3)cc1	-2.9	-1.4	0.8	i	-2.4	-3.3	-5.2	-1.6	0.8

Three entries out of the list above, arranged by the value under MsrA act, rising.
structure	MsrA act
CCCCOc1ccc(Cc2c(O)nc(SC)[nH]c2=O)cc1	-2.8
CCOC(=O)C1=C(C)Nc2ncnn2C1c1cc(OC)ccc1OC (stereo not drawn)	-1.6
CC[C@@H]1Cc2[nH][nH]c(=O)c2[C@@H](c2ccc(Cl)cc2)O1	0.6
